# m5-HT2A agonist – mouse Htr2a agonists via beta-arrestin recruitment, primary screen, cell-based, luminescence; 5-hydroxytryptamine receptor 2A (Mus musculus), P35363; CHO-K1 mHTR2A beta-arrestin complementation; percent of 30 µM serotonin response; activation, % at 7.6 µM; 0.66% of 360,000 active;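 active means activation above a run cutoff, the mean activation of all tested compounds plus 3 SD, cut at about 14% in these data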;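 further: 0% = plate median of compound wells and 100% = 30 µM serotonin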
# Target sequence (P35363 whole entry, looked up): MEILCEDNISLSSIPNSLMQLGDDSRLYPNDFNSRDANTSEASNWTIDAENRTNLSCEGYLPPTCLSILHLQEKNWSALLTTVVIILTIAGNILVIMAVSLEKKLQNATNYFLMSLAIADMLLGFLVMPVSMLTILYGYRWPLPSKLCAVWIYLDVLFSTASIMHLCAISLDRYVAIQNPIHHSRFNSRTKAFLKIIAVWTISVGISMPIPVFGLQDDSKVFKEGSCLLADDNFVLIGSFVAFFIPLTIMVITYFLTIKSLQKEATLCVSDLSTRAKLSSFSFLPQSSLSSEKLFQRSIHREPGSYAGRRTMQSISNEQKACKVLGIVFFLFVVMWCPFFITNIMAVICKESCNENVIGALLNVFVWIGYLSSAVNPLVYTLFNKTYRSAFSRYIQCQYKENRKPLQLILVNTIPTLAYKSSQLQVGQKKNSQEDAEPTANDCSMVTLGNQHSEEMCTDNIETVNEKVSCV
# CaV13 ICDI inh – Primary screen for inhibitors of IQ motif and Ca2+-dependent inactivation inhibitor domain binding in CACNA1D, Förster resonance energy transfer in living cells, … | HEK cells, CFP/YFP FRET ICDI-IQ, plate reader, 10 min; percent FRET-ratio fall versus neutral wells | inhibition, % at 12.3 µM | 0.098% of 340,000 active;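 active means mean replicate inhibition of at least 30% and at least 1% of replicates passing that level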;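 further: 0% = median of the neutral control wells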
# NR2E3 ag-1 – inhibitors of NR2E3-RetCOR corepressor binding, primary screen, NR2E3 agonist project, biochemical, TR-FRET, GST-NR2E3, biotin-RetCOR; 1536-well; inhibition of corepressor binding, % at 4.78 µM; 0.12% of 320,000 active; AID 2300, 2010;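 active means percent inhibition above the cutoff of mean plus 3 SD of all tested compounds, set per screening campaign, cut at about 20% in these data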;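 further: 0% = DMSO wells and 100% = biotin wells as full block of FRET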
#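 Test system – NR2E3–RetCOR corepressor complex · Quantity – NR2E3 fusion 1.35 nM · Buffer or medium – Tris pH 7.5 · Incubation – Compound–protein incubation for 5 h at 4 °C · Technique – TR-FRET, Eu(K)-anti-GST donor, streptavidin-D2 acceptor, ex 340, em 617/671 nm · Evaluation – percent inhibition of 671/617 nm emission ratio versus biotin and DMSO controls · Plate – 1536-well format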
# NR2E3 ag-2 – NR2E3 agonists in two-hybrid cells, primary screen, cell-based, luminescence, CHO-S, Gal4-NCOR/VP16-NR2E3; AID 602229, 2012; luciferase; 0.35% of 360,000 active; Photoreceptor-specific nuclear receptor (Homo sapiens), Q9Y5X4; inhibition of corepressor binding, % at 3.98 µM;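 active means inhibition above the mean of all tested compounds plus 3 SD, cut at about 70% in these data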;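 further: 0% = DMSO with NR2E3 transfected cells and 100% = cells lacking NR2E3 construct; higher means lower luciferase signal from less NR2E3 corepressor binding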
# Peg3 prom inh – Peg3 promoter-driven luciferase inhibitors, primary screen, cell-based, HeLa, luciferase luminescence. 1.7% of 360,000 active. AID 588405, 2011. HeLa PEG-Prom luciferase reporter, overnight. inhibition, % at 20 µM;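 active means inhibition of at least 50% at 20 µM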
# Shn3 inh set2 – reduction of Shn3 3'UTR firefly luciferase signal, primary screen, Schnurri-3 inhibitor project, cell-based, Clone20 osteoblasts, set 2; Clone20 osteoblast Shn3 3'UTR firefly luciferase, 24 h; inhibition, % at 12.5 µM; 0.52% of 360,000 active;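 active means mean inhibition of at least 75% with every replicate also reaching 75%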;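 further: 0% = median of neutral control wells and 100% = pilot-screen positive control compound; some compounds past the cut are filed as inactive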
# HIF-2a block – HIF-2a reporter inhibitors, primary screen, luminescence, 786-0 RCC cells | 786-0 RCC cells HIF-2a reporter, luciferase luminescence, overnight | inhibition, % at 18.8 µM | 0.72% of 360,000 active | AID 624352, 2012;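 active means inhibition of the luminescence signal of 40% or more relative to plate controls, in a single-dose primary screen at 18.75 µM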
# iPSC survival up – enhancers of single-cell hiPSC survival, primary screen, ATPlite luminescence. 100% = ROCK inhibitor wells, 0% = DMSO. survival enhancement, % at 20 µM. 0.044% of 360,000 active; in the data active means survival enhancement above about 18%;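 further: cells exposed to compounds for 16 hours before the ATP read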
# MITF TRPM1 inh – inhibitors of MITF-dependent TRPM1 promoter reporter, primary screen, cell-based, SK-MEL-5, single point, luciferase. SK-MEL-5 TRPM1 promoter luciferase, 24 h. inhibition, % at 12.5 µM. 0.83% of 330,000 active;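 active means mean inhibition across replicates of 60% or more, whatever share of single replicates reaches that level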; further: values of inactives mirror those of a sister screen read the other way
# PDI turbidity – inhibitors of human PDI, primary screen, biochemical, turbidity, single point, plate reader; Protein disulfide-isomerase (Homo sapiens), P07237; PDI insulin aggregation turbidity, A650, 90 min; inhibition, % at 10 µM; 0.052% of 350,000 active; AID 588391, 2011;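 active means mean inhibition across replicates of 30% or more, whatever share of single replicates reach that level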;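 further: absorbance from insulin aggregation driven by PDI reduction with DTT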
# Target sequence (P07237 whole entry, looked up): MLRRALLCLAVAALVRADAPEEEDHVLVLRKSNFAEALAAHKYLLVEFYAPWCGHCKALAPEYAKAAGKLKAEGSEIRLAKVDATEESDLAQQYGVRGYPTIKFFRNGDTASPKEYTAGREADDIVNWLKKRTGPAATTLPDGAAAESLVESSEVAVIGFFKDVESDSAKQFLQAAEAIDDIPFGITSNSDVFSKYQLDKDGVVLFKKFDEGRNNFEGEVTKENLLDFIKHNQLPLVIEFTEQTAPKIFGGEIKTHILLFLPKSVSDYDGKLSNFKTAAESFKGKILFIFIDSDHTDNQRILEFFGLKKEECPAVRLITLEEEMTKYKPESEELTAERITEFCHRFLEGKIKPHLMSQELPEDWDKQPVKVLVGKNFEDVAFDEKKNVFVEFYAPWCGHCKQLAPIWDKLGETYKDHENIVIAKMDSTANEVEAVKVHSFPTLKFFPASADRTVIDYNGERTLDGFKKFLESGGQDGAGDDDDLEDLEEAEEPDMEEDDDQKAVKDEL
# H9c2 protect – cardioprotection against H2O2-induced cell death, primary screen, uHTS, H9c2 cells, ATPLite luminescence. H9c2 cardiomyocytes, H2O2 injury protection, 2 h. protection from H2O2 cell death, % at 20 µM. 0.63% of 360,000 active. AID 588492, 2011;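 active means compounds giving at least 50% protection of heart cells from peroxide-induced death in the single-dose screen, raw or plate-pattern-corrected value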;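 further: 0% = DMSO wells with peroxide and 100% = DMSO wells without peroxide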
# * marks the source's active call; other numbers are inactive results; / = not tested or not shown.
smiles	m5-HT2A agonist	CaV13 ICDI inh	NR2E3 ag-1	NR2E3 ag-2	Peg3 prom inh	Shn3 inh set2	HIF-2a block	iPSC survival up	MITF TRPM1 inh	PDI turbidity	H9c2 protect
Cc1ccc(-c2nc(N3CCOCC3)sc2C(=O)N2CCOCC2)cc1	4	-5	0	7	-15	-10	-15	-0.4	-10	-12	12
CCC(C(=O)NC1CCCC1)N(C(=O)Cn1nnc(-c2ccc(C)o2)n1)c1ccccc1OC (stereo not given)	6	-4	4	-21	-1	7	1	-0.1	11	19	2
CC(C)CN(C(=O)COC(=O)c1ccccc1NCc1ccco1)c1c(N)n(Cc2ccccc2)c(=O)[nH]c1=O	7	-7	1	1	43	35	35	-0.5	1	-6	-8
O=C(CNCCc1ccc(Cl)cc1)Nc1ccc(C(=O)N2CCCCC2)cc1	-6	-3	0	-23	0	14	9	-0.1	12	-8	2
Cc1nc(-c2cc(C#N)c(Sc3cccc(C(F)(F)F)c3)nc2C)cs1	3	-12	-1	-24	-4	23	-22	0.0	-15	-1	-4
O=C(CC(=O)Nc1nc(C23CC4CC(CC(C4)C2)C3)cs1)NCCO	-4	-14	1	4	9	-3	17	-0.6	-2	-10	-4
CC(C(=O)Nc1ccc(S(=O)(=O)N2CCCC2)cc1)N1CCN(C(=O)c2ccco2)CC1 (stereo not given)	3	-5	2	-19	16	-9	9	1.4	-5	0	4
CCOc1ccccc1C1N(c2ccc(OC)cc2)C(=O)C2CCCN21 (stereo not given)	2	-4	3	-5	-10	-3	3	1.5	7	/	3
Cc1c(OCC(=O)NC2CC(C)(C)NC(C)(C)C2)ccc2c1oc(=O)c1ccccc12	-5	-13	2	-7	100*	12	-11	-0.4	76*	-6	-5
CC1(C(=O)NCc2cccs2)CCN1CCc1ccccc1 (stereo not given)	-8	-13	/	-15	-4	-7	11	1.4	/	4	7
COc1ccc(-n2nc(C(=O)Nc3ccc(OC)c(OC)c3)c3c4ccccc4n(C)c3c2=O)cc1	8	-3	-1	6	62*	14	6	1.1	7	-6	14
CCCCc1c(O)nc(SCC(=O)NCCc2ccc(OC)c(OC)c2)[nH]c1=O	4	1	4	-6	-3	-14	5	-1.4	4	5	-2
O=C(Cc1cccc(NC(=O)C2CCN(C(=O)CCc3ccccc3)CC2)c1)Nc1cccc(C(=O)N2CCOCC2)c1	-8	-8	/	-25	-8	-1	-3	-0.7	-5	-3	-24
CC(=O)NC(CC(=O)O)c1ccccc1 (stereo not given)	0	-4	1	-17	7	/	5	-0.3	-2	-1	5
NC(=O)c1c(NC(=O)C2CCCO2)sc2c1CCCCC2 (stereo not given)	3	-3	1	-10	-106	-78	-88	-0.4	-56	3	4
Cc1ccc2cc3cc(C(=O)NCCC(C)C)oc3nc2c1	-2	/	-1	-8	-97	-21	-50	0.9	-28	-8	-6
O=S(=O)(NCC(c1ccc2c(c1)OCO2)N1CCN(c2ccccc2)CC1)c1ccccc1 (stereo not given)	12	-7	-8	7	8	-12	6	-0.5	0	-2	-5
CC1C(=O)N(Cc2cn(CCC3OCCCO3)nn2)CCS(=O)(=O)N1Cc1ccc(-c2ccc(F)nc2)cc1 (stereo not given)	2	-4	/	-11	21	-22	-11	0.5	/	-29	2
CN1C2=NCCN2C(=O)c2ccccc21	2	-7	-1	-21	6	4	7	0.4	4	-2	0
Cn1c(SCc2nnc(-c3ccc(F)cc3)o2)nnc1C1COc2ccccc2O1 (stereo not given)	3	/	1	-17	18	3	-11	0.7	-8	-3	4
COc1ccc(-c2nc(N3CCOCC3)nc3n[nH]c(N)c23)cc1	-6	/	-2	-1	22	26	29	-2.3	24	-6	8
CCOc1ncccc1C(=O)Nc1ccc(F)c(F)c1	2	6	-2	-31	-5	2	-24	-1.8	1	4	4
COc1cc(-c2nnc(SCc3cc(=O)oc4cc(C)ccc34)o2)cc(OC)c1OC	-4	-4	0	-88	-11	-29	-36	-1.5	-11	8	2
O=C(Nc1cccc(F)c1)c1ccc(-n2cncn2)c2ccoc12	-7	-5	/	-151	-191	-18	-105	-1.2	/	2	9
Cc1ccccc1C(=O)NC(=S)Nc1ccccc1C(F)(F)F	2	-5	4	-15	1	10	-38	-3.8	4	16	-16
O=C(CCc1nnc2ccc(NCc3ccco3)nn12)N1CCN(c2ccccc2F)CC1	-1	-5	2	-4	-8	-6	21	-0.2	0	13	-2
CCN(CCCNC(=O)Cn1ncc2c([nH]c3ccc(C)cc32)c1=O)c1ccccc1	-1	-7	1	-15	-2	-3	8	0.0	-5	2	-1
Fc1cccc(CO/N=C/c2c(-c3ccccc3)nc3ccc(Cl)cn23)c1	-4	-3	-2	-23	17	12	13	0.3	-26	-16	-16
CCOC(=O)C1CCN(C(=O)Nc2ccc3snnc3c2)CC1	-4	-8	4	-20	10	-5	52*	0.6	-2	7	-4
COc1ccc(C)cc1NC(=O)CCCNC(=O)Cn1cnc2sc(C)c(C)c2c1=O	5	-7	-4	-16	0	11	5	0.5	5	5	0
COc1ccc(C(=O)NC(=S)Nc2ccc3oc(=O)ccc3c2)cc1[N+](=O)[O-]	-1	/	2	-22	3	19	-6	-0.4	1	1	-8
Cc1nc2sccn2c(=O)c1S(=O)(=O)N1CCN(c2ccc(F)cc2)CC1	0	-7	1	-7	-6	6	4	0.6	/	/	8
COc1ccc(OC)c(/C=C2\SC(=S)N(Cc3cccnc3)C2=O)c1	7	-4	-1	-15	49	-7	8	-2.2	5	-5	3
CN(c1ccccc1)S(=O)(=O)c1cccc(NC(=O)Cc2n[nH]c(=O)c3ccccc23)c1	3	-2	5	-13	21	32	10	-0.8	18	-3	33
CCOC(=O)N1CCN(c2cc(NCCC(=O)O)c3c4c(onc24)-c2ccccc2C3=O)CC1	-2	/	-48	-74	-1	10	-34	-1.1	13	0	-1
Cc1ccccc1OCCCN1C(=O)C(=O)c2cccc(C)c21	-5	-6	1	-28	-11	-5	-68	-1.9	-15	-9	-24
CCOC(=O)c1c(NC(=O)c2cccs2)sc2c1CCC2	0	-8	3	-9	-4	11	-19	4.4	-7	-2	-2
Cc1nc2cc(NCc3nc4ccccc4n3Cc3ccccc3)ccc2n1C	7	/	1	59	-40	29	-12	-2.9	-38	-3	-5
O=C(Nc1ccc(Cl)c(Cl)c1)N1CCSC1c1ccco1 (stereo not given)	1	-5	1	0	-4	26	-30	-1.4	5	-2	-12
CC1(C)C(C(N)=O)C(=O)NC(=O)C1C(N)=O (stereo not given)	6	-14	/	-23	6	2	14	-0.6	/	15	3
CC1CCCC(C)N1C(=O)COC(=O)CNC(=O)c1ccc(Cl)cc1Cl (stereo not given)	-4	-6	-1	-17	7	-3	4	-0.6	-1	-10	4
O=C(NCc1ccc(F)cc1)C1CCCN1C(=O)NCc1ccccc1 (stereo not given)	-2	-5	-1	11	2	0	21	0.3	13	11	2
C(=Cc1cccnc1)c1ccncc1	-1	-6	/	1	1	-17	0	1.4	-16	3	2
Cc1cccc(NC(=O)CCCCC(=O)Nc2cccc(C)c2)c1	-7	-19	-1	15	11	-22	16	-0.1	/	14	1
COc1ccc(NC(=S)N(CCCN2CCOCC2)Cc2cn(C)c3ccccc23)cc1OC	3	-8	-1	7	4	14	21	2.3	5	3	3
COc1ccccc1CNC(=O)c1ccccc1NS(C)(=O)=O	5	-9	2	-10	-5	-7	11	-0.4	9	0	-1
COc1cccc(Nc2nc(-c3sc(NC(=O)c4ccccc4)nc3C)cs2)c1	2	15	-3	-44	-156	15	-192	-1.5	19	2	2
COc1ccc(C(=O)NC(=S)Nc2ccc3c(c2)Cc2ccccc2-3)cc1	2	/	0	0	4	12	-13	3.5	18	13	-14
O=C(c1ccc2c(c1)N(Cc1ccccc1F)C(=O)c1ccccc1S2(=O)=O)N1CCCC1	9	-7	0	-15	14	-8	12	-0.4	18	-3	-4
NC(CSC(c1ccccc1)(c1ccccc1)c1cccc2ccccc12)C(=O)O (stereo not given)	0	/	/	15	25	11	10	-2.0	-1	1	-9

# Going on with the list.
smiles	m5-HT2A agonist	CaV13 ICDI inh	NR2E3 ag-1	NR2E3 ag-2	Peg3 prom inh	Shn3 inh set2	HIF-2a block	iPSC survival up	MITF TRPM1 inh	PDI turbidity	H9c2 protect
COc1cc(=O)[nH]c(SCc2c(F)c(F)c(F)c(F)c2F)n1	0	-8	-2	-14	20	8	-7	1.2	11	-2	12
O=C(CCNS(=O)(=O)c1ccc(Br)cc1)NCC(c1cccs1)N1CCOCC1 (stereo not given)	3	-12	/	-10	6	-8	14	-2.8	/	8	5
CC(Sc1nnc(C(C)Oc2ccccc2F)o1)C(=O)NCc1ccc2c(c1)OCO2 (stereo not given)	-2	-3	2	-11	14	19	2	0.8	7	-4	5
C#CCOc1c(Br)cc(/C=C2/C(=O)ON=C2C)cc1OC	3	-4	3	-45	6	-14	12	0.0	-1	-2	7
Cc1ccc(NCC(O)C(O)C(O)CO)c(N=Nc2ccccc2)c1C (stereo not given)	-1	1	2	-6	8	-15	0	0.9	-1	-3	3
COc1ccc(OC)c(CCNC(=O)CS(=O)(=O)Cc2nc(-c3ccc(C)cc3)oc2C)c1	-1	-5	4	4	25	5	15	1.1	14	9	-9
CCC[C@H]1CC(=O)C=C(c2ccsc2)ON1C(=O)OC(C)(C)C	-5	-14	/	-20	-12	2	-50	0.4	-12	4	-2
CCCC(=O)Nc1nnc(/C=C/c2ccccc2)s1	-6	-18	1	-17	-97	-52	-126	-0.2	-17	8	-5
O=C(NCc1cccc(Cl)c1)c1cccc(S(=O)(=O)N2CCCCC2)c1	-10	-6	0	-21	3	-26	9	-0.1	12	-9	-3
C/C(=N/NC(=O)c1ccc(-c2ccccc2)cc1)c1cc(O)cc(O)c1	-9	-4	/	-19	-40	-17	-10	-0.5	-7	-5	-2
Cc1cc2nc3ccc(=[N+](C)C)cc-3sc2cc1N	-6	/	/	-6	-34	-19	-142	-0.3	96*	-22	-26

# Screening results as filed in PubChem.
